# From PubChem BioAssay
# bCat nuc transl: modulators of beta-catenin nuclear translocation, primary screen, imaging, HeLa cells, immunofluorescence, high-content. nuclear translocation activity, % at 5 µM. actives 0.3% (n = 190,000). AID 1665, 2009;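 active means nuclear translocation activity above 50% at 5 µM, with a well cell count of 50 or more; inconclusive means wells under 50 cells across six images, flagged as toxic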;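 further: per-cell ratio of nuclear to cytoplasmic median beta-catenin stain intensity; plate controls were DMSO negative control for no effect and GSK-3 inhibitor IX positive control for full effect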
#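 Technique: fluorescence imaging of beta-catenin antibody stain plus DAPI / Material: human HeLa cell line / Incubation: compound treatment 24 h, 37°C, 5% CO2 / Read-out basis: % activation of per-cell nuclear versus cytoplasmic median beta-catenin signal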
# Dynein transport: inhibitors of GR-EGFP nuclear translocation, primary screen, dynein cargo transport inhibitor project, imaging, high-content, 3617.4 mouse cells; test concentration mostly 20 µM; stimulated with dexamethasone, 1 µM; hits give low values; z-score, hits read low; actives 0.47% (n = 220,000); AID 1381, 2008;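 active means plate z-score of nuclear minus cytoplasmic receptor signal below a set negative limit, without overly bright fluorescence or cell loss, cut at about -3.5 in these data, passing the limit was not always enough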;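 further: z-score of nuclear minus cytoplasmic ring GR-EGFP intensity difference per well; some compounds called inactive have numbers as strong as hits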
#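 Buffer or medium: Induction medium lacking tetracycline, stripped serum | Also added: Dexamethasone agonist, 1.0 µM final, for 30 min | Timing: 48 h induction, 1 h compound, 30 min dex at 37 °C | Detection: Formaldehyde fixation, Hoechst nuclear stain, 10x automated fluorescence imaging | Measure: Nuclear versus cytoplasmic GR-EGFP signal, averaged per well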
# Hep lipid drop: inhibitors of hepatocyte lipid droplet formation, primary screen, imaging, high-throughput imaging, BODIPY stain; AML12 mouse hepatocytes, oleate lipid droplets; inhibition, % at 6.5 µM; actives 0.4% (n = 240,000);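 active means lipid droplet intensity inhibited by at least 50%, with more than 500 cells counted; inconclusive means wells with under 300 cells, treated as cytotoxic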
#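 System: AML12 hepatocytes (mouse). Probe or stimulus: oleic acid at 100 µM to induce lipid droplet formation. Times: overnight treatment with compound plus oleate. Detection: Image-based BODIPY and DAPI two-channel analysis. Evaluation: percent inhibition of filter-corrected integrated lipid droplet intensity per well.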
# Autophagy mod: autophagy modulators in MEF cells, primary screen, imaging, high-content, MEF GFP-LC3 | MEF GFP-LC3 puncta imaging; test concentration mostly 10 µM | calls only at 10 µM (by protocol) | actives 0.98% (n = 190,000);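 active means percentage of spot-positive cells more than 3 SD above its plate mean, without a fluorescence outlier flag or 80% toxicity; inconclusive means no clear call, values can overlap the other calls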;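 further: spot-positive cell cutoff set from DMSO-treated cells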
# MT stabilize HCS: microtubule stabilizers in HeLa cells, primary screen, imaging, high-content imaging; HeLa tubulin immunostaining HCS, 24 h; share of cells brighter than vehicle mean+2SD; actives 0.83% (n = 200,000); % tubulin-high responders, % at 10 µM; AID 2205, 2009;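 active means plate Z-score above 3 for both tubulin-high and condensed-nucleus cell shares, with cell loss under 80%, at 10 µM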;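 further: anti alpha tubulin signal scored within the nucleus-defined area of each cell; some results filed as inactive read as strong as hits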
# WT yeast gro inh: growth inhibition of WT strain, primary screen, mitochondrial fusion inhibitor project, WT and mutant strains, chemical genetic. mitochondrial fusion phenotypic screen. inhibition, % at 10 µM. actives 2.1% (n = 190,000). AID 1362, 2008; in the data active means inhibition above about 58%; tested in S. cerevisiae
# XIAP antagonists: XIAP antagonists, biochemical, IAP family, fluorescence polarization (AID 1018); E3 ubiquitin-protein ligase XIAP (Homo sapiens); XIAP BIR domain, fluorescence polarization peptide displacement; higher % means a stronger effect; displacement, % at 20 µM; hits with a dose series show IC50 in µM; actives 0.007% (n = 200,000); in the data active means displacement above about 50%; further: a part of the inactive calls stands beside numbers as strong as those of hits
# Ins promoter up: insulin promoter activators in MIN6 cells, imaging, high-content screening, mouse beta cells | AID 1625, 2009 | MIN6 insulin promoter-GFP reporter; hits give high values | z-score at 5 µM | actives 0.3% (n = 190,000);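 active means z-score above 3 at 5 µM with at least 500 cells counted in the well; inconclusive means wells under 500 cells, flagged as cytotoxic or low count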
# CSM14.1 death rescue: rescue of cells from ER stress-induced death, primary screen, 384-well, CSM14.1, thapsigargin, ATP luminescence (AID 1222) | CSM14.1 thapsigargin-induced death rescue, ATP luminescence; higher % means a stronger effect | one-dose cellular ATP content (survival), % at 20 µM; EC50 in µM for titrated hits | 190,000 tested, under 10 active;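 active means EC50 below 50 µM in the dose-response confirmation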;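 further: death triggered by thapsigargin at about 15 µM added after 2 h compound pretreatment; cell ATP read after overnight thapsigargin exposure of roughly 18 to 22 hours; normalized against plate controls of thapsigargin alone and 5% DMSO vehicle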
# WT yeast gro inh mutant strain: also measured in WT yeast gro inh; calls as there; inhibition, %; mitochondrial fusion phenotypic screen, mutant strain inhibition
# Dynein transport cytoplasmic EGFP: also measured in Dynein transport; calls as there; z-score; measured here: cytoplasmic GR-EGFP intensity; hits give high values
# Dynein transport nuclear GR-EGFP: also measured in Dynein transport; calls as there; z-score; measured here: nuclear GR-EGFP intensity;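 lower value marks the stronger effect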
# Dynein transport cell count: further read-out of Dynein transport, marked with its call; z-score; measured here: cell count per field
# Ins promoter up cell count: further read-out of Ins promoter up, marked with its call; cell count; measured here: cytotoxicity, nuclei count;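 total cells summed across four imaged fields per well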
# Hep lipid drop cells 6.5 µM: further read-out of Hep lipid drop, marked with its call; cell count; measured here: cell count, cytotoxicity flag;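 cells counted across two imaged fields per well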
# bCat nuc transl cell count 5 µM: recorded beside bCat nuc transl, whose call it bears; cell count; measured here: cell count, cytotoxicity flag
# MT stabilize HCS Hoechst-high %: also measured in MT stabilize HCS; calls as there; % Hoechst-high responders; measured here: nuclear condensation Hoechst responders;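 share of cells brighter than vehicle mean plus two SD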
# MT stabilize HCS cytotoxicity %: second read-out of MT stabilize HCS, no call of its own (marks repeat the call); toxicity, %; measured here: cytotoxicity by cell density;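 0% = mean cell density of plate MIN control wells and 100% = no cells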
# Autophagy mod cell loss 18 h: also measured in Autophagy mod; calls as there; toxicity, %; measured here: cell loss, nuclei count;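 cell loss after 18 h compound exposure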
# The depositor's hits bear a star; i = inactive; ? = inconclusive; / = no result given.
SMILES,bCat nuc transl,bCat nuc transl cell count 5 µM,Dynein transport,Dynein transport cytoplasmic EGFP,Dynein transport nuclear GR-EGFP,Dynein transport cell count,Hep lipid drop,Hep lipid drop cells 6.5 µM,Autophagy mod,Autophagy mod cell loss 18 h,MT stabilize HCS,MT stabilize HCS Hoechst-high %,MT stabilize HCS cytotoxicity %,WT yeast gro inh,WT yeast gro inh mutant strain,XIAP antagonists,Ins promoter up,Ins promoter up cell count,CSM14.1 death rescue
O=C(O)c1ccc(COc2ccccc2C=C2C(=O)c3ccccc3C2=O)cc1,-0.7,1165,-0.55,-0.069,-0.074,0.81,-5,594,i,14,3.9,2.6,0.8,5,33,-1.1%,-0.17,1384,-1.6%
CC(C)CC(=O)OC1C(N2CCOCC2)c2c(ccc(/C=C/C(=O)N3CCOCC3)c2O)OC1(C)C (stereo not drawn),-0.7,1070,1.2,-0.15,1.1,-2,-3,585,i,19,2.5,1.0,5.8,-2,-2,-0.1%,-0.32,1479,0.5%
O=C(NNC(=O)c1ccc([N+](=O)[O-])cc1)c1ccncc1,-0.6,1055,-0.17,-0.3,-0.34,0.48,-4,686,i,-10,1.5,2.5,2.0,-6,-1,-2.6%,0.05,1273,0.3%
O=[N+]([O-])c1ccc(O)c(N=Cc2sc3ccccc3c2O)c1,-1.9,523,0.045,0.72,-0.2,-0.13,-6,676,i,9,4.3,1.1,5.4,18,12,-4.4%,-0.16,1049,-5.0%
CCOc1ccccc1CNC(=O)c1c([N+](=O)[O-])c(C)nn1C,-1.7,486,-0.64,-0.3,-0.27,0.18,-27,678,i,1,3.2,2.5,2.5,-6,-2,-5.5%,-0.18,1340,2.6%
Cn1cccc1CC(=O)N/N=C/c1cccc2ccccc12,3.8,1028,-0.56,-0.072,0.17,0.16,6,611,i,-40,2.4,1.8,15,4,16,-3.6%,-0.12,1880,-2.1%
COc1ccc(OC)c(-c2nnc(-c3ccc(C)o3)o2)c1,0.3,1078,1.3,-0.11,1,-0.68,16,694,i,2,1.3,1.3,7.8,6,10,1.0%,-0.84,2077,-1.0%
Cc1ccc(SCC(=O)Nc2ccc3c(c2)OCCO3)cc1,-0.8,942,-0.055,-0.26,0.085,0.3,5,675,i,-2,2.1,2.6,0.4,1,11,-0.5%,-1.1,1456,-6.7%
Cc1noc(C)c1C1(O)CCCCCCCCCCC1,2.1,514,2.2,-0.25,0.93,-0.87,-19,566,i,-5,4.9,3.1,3.9,12,-1,1.9%,-0.47,1342,-2.7%
O=C(c1cccc(C(F)(F)F)c1)N1CCc2c([nH]c3ccccc23)C1C(F)(F)F (stereo not drawn),-2.3,1207,-1.4,-0.21,-0.62,0.43,-6,699,/,/,/,/,/,/,/,/,-0.68,1436,/
Cc1cc(C(=O)COC(=O)CC2Sc3ccccc3NC2=O)c(C)n1-c1ccccc1 (stereo not drawn),-0.6,884,0.95,-0.26,0.64,-0.52,-8,651,i,17,4.0,1.9,0.3,49,-3,-4.0%,-0.14,1262,-2.7%
C=CCOC(=O)C1=C(C)OC(N)=C(C#N)C1c1ccc(F)cc1 (stereo not drawn),1.8,1383,-1.1,-0.16,-0.35,0.64,/,/,i,-3,2.7,2.4,7.4,4,3,-5.8%,0.26,1560,-0.1%
COc1ccccc1NC(=O)Cc1c(F)cccc1Cl,0.3,1074,-0.25,-0.22,-0.12,-0.07,-6,577,i,-7,1.1,2.6,6.9,2,-7,-2.4%,0.51,1483,-1.0%
CCC(C)NC(=O)c1ccc2c(c1)N(Cc1ccccc1)C(=O)CS2 (stereo not drawn),1.1,1040,-1.1,-0.18,-0.91,0.16,3,705,i,-13,2.0,1.5,0.7,0,-9,-9.6%,-0.07,1329,0.2%
O=C(NCCCn1ccnc1)C1c2ccccc2Oc2ccccc21,-3.0,1155,-0.62,-0.21,-0.012,0.24,-3,736,/,/,1.8,1.8,5.4,-15,9,-4.2%,0.31,1009,-2.0%
O=C(Nc1ccccc1N1CCOCC1)c1cnccn1,-0.7,1335,-0.061,-0.14,0.8,-0.65,/,/,i,14,2.2,2.6,4.4,-2,-2,1.1%,-0.08,1642,-0.8%
CS(=O)(=O)c1ccc(Cl)c(NC(=O)Cc2c(F)cccc2Cl)c1,-4.6,1166,-1.3,-0.29,-0.49,0.87,-32,467,i,-8,4.8,0.9,4.7,2,2,-0.9%,-0.1,1584,-0.1%
Cc1ccccc1-c1nc(C#N)c(NCc2ccco2)o1,-3.1,1079,0.13,-0.28,0.26,-0.45,3,603,i,9,1.4,2.1,7.7,22,40,-6.4%,-1,1292,-0.2%
S=C(c1ccc(-c2ccc(Cl)cc2Cl)o1)N1CCCC1,2.0,1108,0.34,-0.24,0.18,0.21,9,721,/,/,/,/,/,/,/,/,-0.33,1430,/
CC(=O)N1[C@H](Cc2ccccc2)C=C[C@]1(C)C(=O)NCCc1c[nH]c2ccccc12,-1.2,529,-0.099,-0.24,0.25,0.81,-12,698,i,-54,3.6,1.5,7.4,16,-12,-4.7%,?,/,-4.1%
Cc1cc(NC(=O)CN(C)S(=O)(=O)c2cccc(Cl)c2)no1,1.0,978,0.61,-0.37,-0.018,0.56,16,683,i,1,6.1,0.8,1.3,-8,15,1.9%,-0.75,1550,-0.4%
COCCCNC(=O)C(CC(N)=O)NC(=O)OCc1ccccc1 (stereo not drawn),0.7,1349,-0.82,-0.23,-0.0041,0.17,-1,700,/,/,/,/,/,/,/,/,0.35,971,/
O=C(NCc1ccccn1)c1cn(-c2ccccc2)nc1-c1ccc(Cl)cc1,-1.3,1114,1.5,0.034,1.1,-1.6,14,674,i,5,9.0,1.3,6.9,16,0,-5.3%,-0.34,1445,0.1%
O=S(=O)(NCCc1ccncc1)c1cc(Br)ccc1F,/,/,-0.22,-0.14,-0.11,0.86,5,669,i,2,1.5,1.0,28,-5,27,-3.8%,-0.49,1248,/
Cc1ccc(Cl)cc1NC1=C/C(=N\S(=O)(=O)c2cccs2)c2ccccc2C1=O,/,/,-0.55,-0.096,-0.14,-0.08,-7,754,i,81,33*,32*,55*,96*,66*,-5.5%,-0.7,742,-0.2%
SMILES,bCat nuc transl,bCat nuc transl cell count 5 µM,Dynein transport,Dynein transport cytoplasmic EGFP,Dynein transport nuclear GR-EGFP,Dynein transport cell count,Hep lipid drop,Hep lipid drop cells 6.5 µM,Autophagy mod,Autophagy mod cell loss 18 h,MT stabilize HCS,MT stabilize HCS Hoechst-high %,MT stabilize HCS cytotoxicity %,WT yeast gro inh,WT yeast gro inh mutant strain,XIAP antagonists,Ins promoter up,Ins promoter up cell count,CSM14.1 death rescue
COc1cccc(/C=N/NC(=O)C[n+]2ccccc2)c1OC,-0.4,992,-0.26,-0.32,-0.45,0.57,16,623,i,-6,3.4,2.8,9.7,-8,-2,-17%,/,/,-3.5%
COCCN(C(=O)CNC(=O)c1cccs1)C(C(=O)NC(C)(C)C)c1ccccc1 (stereo not drawn),0.2,1519,0.006,-0.37,-0.51,0.59,2,626,i,-3,2.6,1.5,2.2,-10,-3,-3.8%,-0.23,1574,0.6%
CC(C)(C)Nc1nc(N2CCCC2)nc(N2CCCC2)n1,-1.3,1428,-0.75,-0.22,-1,-0.054,/,/,i,8,2.4,2.0,0.9,11,4,-4.6%,-1.4,1407,-3.0%
CNC(=S)N/N=C1\CC(c2ccccc2)Oc2ccccc21 (stereo not drawn),0.2,927,-0.53,0.21,0.16,0.35,-7,675,i,12,1.7,1.3,8.7,58,65,-9.4%,0.07,1721,-1.9%
Cc1nn(C)c(Sc2ccccn2)c1[N+](=O)[O-],-1.0,1314,-0.32,-0.17,-0.097,0.048,-11,629,/,/,/,/,/,/,/,/,0.49,1044,/
Cc1ccc(C(=O)N/N=C2/NC(=O)CC(C(=O)Nc3ccccc3)S2)cc1 (stereo not drawn),-2.6,1026,-0.27,-0.34,-0.039,0.97,-60,615,i,5,6.7,1.9,5.2,20,4,-3.8%,0.32,1492,-1.2%
COc1ccc2cc3cc(C(=O)NCCCN4CCc5ccccc5C4)sc3nc2c1,-0.2,928,-0.36,-0.21,-0.49,-3.5,34,743,i,3,4.4,2.0,10,35,-10,-1.9%,-0.08,1193,-3.5%

# Of the compounds above, two contain an NH in an aromatic ring.
SMILES,bCat nuc transl,bCat nuc transl cell count 5 µM,Dynein transport,Dynein transport cytoplasmic EGFP,Dynein transport nuclear GR-EGFP,Dynein transport cell count,Hep lipid drop,Hep lipid drop cells 6.5 µM,Autophagy mod,Autophagy mod cell loss 18 h,MT stabilize HCS,MT stabilize HCS Hoechst-high %,MT stabilize HCS cytotoxicity %,WT yeast gro inh,WT yeast gro inh mutant strain,XIAP antagonists,Ins promoter up,Ins promoter up cell count,CSM14.1 death rescue
O=C(c1cccc(C(F)(F)F)c1)N1CCc2c([nH]c3ccccc23)C1C(F)(F)F (stereo not drawn),-2.3,1207,-1.4,-0.21,-0.62,0.43,-6,699,/,/,/,/,/,/,/,/,-0.68,1436,/
CC(=O)N1[C@H](Cc2ccccc2)C=C[C@]1(C)C(=O)NCCc1c[nH]c2ccccc12,-1.2,529,-0.099,-0.24,0.25,0.81,-12,698,i,-54,3.6,1.5,7.4,16,-12,-4.7%,?,/,-4.1%
